D1 ag = Allosteric Agonists of the Human D1 Dopamine Receptor: qHTS | D(1A) dopamine receptor (Homo sapiens), P21728 | HEK293 T-REx D1 cells, calcium flux, agonist mode | activation, % at 2 µM | 360,000 compounds, 1% hits; in the data active means activation above about 30%; further: 0% is about no effect
Target sequence (P21728 whole entry, looked up): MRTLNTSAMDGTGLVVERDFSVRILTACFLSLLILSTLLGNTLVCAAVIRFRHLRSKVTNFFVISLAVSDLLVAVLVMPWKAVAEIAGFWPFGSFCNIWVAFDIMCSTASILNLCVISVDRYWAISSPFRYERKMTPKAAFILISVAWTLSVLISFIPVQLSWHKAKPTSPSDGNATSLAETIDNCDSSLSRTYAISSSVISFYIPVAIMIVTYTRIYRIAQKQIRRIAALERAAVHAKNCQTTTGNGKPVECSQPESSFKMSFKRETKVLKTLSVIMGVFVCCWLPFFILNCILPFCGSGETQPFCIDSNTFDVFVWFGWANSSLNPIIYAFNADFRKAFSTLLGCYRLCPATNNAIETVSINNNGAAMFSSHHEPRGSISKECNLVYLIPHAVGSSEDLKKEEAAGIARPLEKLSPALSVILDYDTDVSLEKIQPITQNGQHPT
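Inducible HEK293 T-REx D1 cells, force-coupled to calcium signalling, were plated at 4000 cells/well with tetracycline and held overnight at 30 C. After no-wash calcium dye loading, compound-evoked calcium rise over 180 s flagged agonists.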
Anesthetic bind = qHTS Assay for Identification of Novel General Anesthetics | Ferritin light chain (Equus caballus), P02791 | apoferritin/1-aminoanthracene competitive binding, fluorescence | Potency, µM (titrated, usually from 77.5 µM), without a hit: at the top dose activity change, negative = displacement, most hits filed as inhibitors | 350,000 compounds, 0.074% hits | AID 485281, 2010; further: potency means the concentration at half of the fitted maximal effect; on the % scale 0 is the no-effect control and ±100 the full control effect; nearly all actives have a fitted effect of over 20% in size
Target sequence (P02791 2-175 limits assumed): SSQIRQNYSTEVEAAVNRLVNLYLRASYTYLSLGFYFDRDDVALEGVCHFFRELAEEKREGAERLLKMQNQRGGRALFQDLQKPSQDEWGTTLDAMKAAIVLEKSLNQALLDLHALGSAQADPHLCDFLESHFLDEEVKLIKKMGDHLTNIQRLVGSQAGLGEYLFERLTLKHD
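In PBS, apoferritin at 10 uM is loaded with 1-AMA from a 50% saturated solution. After 10 min of compound exposure at ambient temperature, reduced 535 nm fluorescence indicates probe displacement.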
D2 potentiator = HTS Assay for Positive Allosteric Modulators of the Human D2 Dopamine Receptor: Primary Screen for Potentiators; D(2) dopamine receptor (Homo sapiens), P14416; HEK293 T-REx D2, calcium flux, EC20 dopamine potentiation; potentiation, % at 10 µM; 340,000 compounds, 0.34% hits;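 active means potentiation over 3 SD above the plate norm, cut at about 30% in these data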; further: 0% is about no effect
Target sequence (P14416 whole entry, looked up): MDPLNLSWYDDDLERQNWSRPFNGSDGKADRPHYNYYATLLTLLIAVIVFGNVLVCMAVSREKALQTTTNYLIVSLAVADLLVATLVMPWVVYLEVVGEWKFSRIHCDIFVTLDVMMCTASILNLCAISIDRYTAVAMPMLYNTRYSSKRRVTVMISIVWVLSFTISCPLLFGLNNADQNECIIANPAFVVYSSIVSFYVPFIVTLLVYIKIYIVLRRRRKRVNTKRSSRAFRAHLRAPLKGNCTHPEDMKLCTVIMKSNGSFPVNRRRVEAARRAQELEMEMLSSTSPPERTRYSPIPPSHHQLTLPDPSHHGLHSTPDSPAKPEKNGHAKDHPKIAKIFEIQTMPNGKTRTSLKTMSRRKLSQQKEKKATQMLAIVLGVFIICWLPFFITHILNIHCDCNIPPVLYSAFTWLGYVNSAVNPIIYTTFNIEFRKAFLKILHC
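Potentiation of an EC20 dopamine calcium response measured kinetically over 180 s, after a preceding 180 s compound-only read flagging agonists. Cells: inducible Hek293 Trex D2 line, 4000/well, cultured overnight at 30 C before dye loading.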
TRHR agonist = qHTS for Small Molecule Agonists and Allosteric Enhancers of Human TRH Receptor: Primary Screen for Agonists. activation, % at 2 µM. Thyrotropin-releasing hormone receptor (Homo sapiens), P34981. TRHR cells, calcium flux fluo-8, FDSS agonist mode. AID 493084, 2011. 360,000 compounds, 0.18% hits; in the data active means activation above about 30%; further: 0% is about no effect
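Steps: seed TRHR cells overnight; add fluo-8 no-wash Ca dye, RT 30 min–1.5 h; record 10 s baseline; pin-transfer compounds; monitor fluorescence 1 cycle/s for the agonist window. Calcium increases flag candidate agonists.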
TRHR PAM = qHTS for Small Molecule Agonists and Allosteric Enhancers of Human TRH Receptor: Primary Screen for Enhancers | Thyrotropin-releasing hormone receptor (Homo sapiens), P34981 | TRHR cells, fluo-8 calcium fluorescence, EC20 TRH enhancement | enhancement, % at 2 µM | 360,000 compounds, 0.66% hits | AID 493056, 2011; in the data active means enhancement above about 30%; further: 0% is about no effect
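TRHR-expressing cells loaded with fluo-8 calcium dye were read kinetically (ex 480/em 530) during compound addition, then stimulated with an EC20 of TRH (10 nM final). Enhancement of the Gq-mediated intracellular calcium response was scored.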
D1 antagonist = Antagonist of Human D 1 Dopamine Receptor: qHTS | D(1A) dopamine receptor (Homo sapiens), P21728 | HEK293 TREx D1 cells, calcium flux, dopamine EC80; hits give low values | activity change, negative = inhibition, % at 10 µM | 360,000 compounds, 3.2% hits; in the data active means activity change below about -30%; further: on the % scale 0 is the no-effect control and ±100 the full control effect
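Compound effects on dopamine-evoked calcium signalling were measured in tetracycline-induced HEK293 Trex D1 cells. Dopamine at EC80 followed a 180 s compound pre-read, and fluorescence was tracked kinetically for 180 s more.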
D1 potentiator = Potentiators of Human D1 Dopamine Receptor: qHTS; HEK293 TREx D1 cells, calcium flux, dopamine EC20 potentiation; D(1A) dopamine receptor (Homo sapiens), P21728; potentiation, % at 10 µM; 360,000 compounds, 0.036% hits; in the data active means potentiation above about 30%; further: 0% is about no effect
RXFP1 antag = qHTS Assay for Antagonists of the Relaxin Receptor RXFP1 | Relaxin receptor 1 (Homo sapiens), Q9HBX9 | HEK293-RXFP1, relaxin-stimulated cAMP HTRF, 30 min; hits give low values | activity change, negative = inhibition, % at 57.5 µM | 350,000 compounds, 0.59% hits | AID 1259400, 2018;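 active means activity change of -60% or lower, but not beyond a set lower limit; inconclusive means change between -60% and -40%, or beyond the set limit; inactive means change above -40%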; further: on the % scale 0 is the no-effect control and ±100 the full control effect
RXFP1 agonist = qHTS Assay for Agonists of the Relaxin Receptor RXFP1; Relaxin receptor 1 (Homo sapiens), Q9HBX9; HEK293T-RXFP1 cAMP TR-FRET, 30 min; response scale: percent of porcine relaxin response, buffer zero; Potency, µM (highest dose often 57.5 µM), inactives show at the highest dose activation, usual class: activators; 370,000 compounds, 0.3% hits; AID 2676, 2010; further: potency means the concentration at half of the fitted maximal effect; on the % scale 0 is the no-effect control and ±100 the full control effect; nearly all actives have a fitted effect of over 60% in size; many of its hits are not listed in these tables
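HEK293T cells stably expressing RXFP1 were pretreated with the PDE4 inhibitor Ro 20174, exposed to compounds for 30 min at 37C, lysed, and cAMP was read by TR-FRET. Data normalized to buffer (basal) and 29 nM porcine relaxin (100%).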
* = called active by the depositor; ? = inconclusive; . = no result given; [ ] = another dose, or the depositor's remark. Unless noted, the call rests on the fitted dose curve; in most records, active means well fitted curve in the direction sought with a large enough effect; inconclusive means small, poorly fitted or top-dose-only effect, or another doubt; inactive means no such curve, though single readings can be large; an effect the other way counts as inactive or inconclusive.

SMILES	D1 ag	Anesthetic bind	D2 potentiator	TRHR agonist	TRHR PAM	D1 antagonist	D1 potentiator	RXFP1 antag	RXFP1 agonist
Cc1ccc(OCc2ccccc2C)c([N+](=O)[O-])n1	27	?	.	0.0	3	-28	-10	-6	-1.5%
Cc1sc2nc(CN3CCCCC3)nc(Cl)c2c1C	1	-19%	14	-0.5	-3	6	-8	-3	-3.5%
CC1CC(C)CN(S(=O)(=O)c2ccc(NC(=O)CCNC(=O)c3ccc([N+](=O)[O-])cc3)cc2)C1 (stereo unspecified)	3	.	14	0.4	1	31	5	4	3.6%
O=C(Nc1ccc(Cl)cc1)Nc1ccc2c(c1)N1CCN=C1S2	11	-22%	.	0.1	-5	0	-7	-3	-0.3%
CCOc1ccc(-n2c(SCC(=O)Nc3ccc4c(c3)OCO4)nc3c(c2=O)SCC3)cc1	2	5%	12	-0.1	13	-14	-10	6	0.8%
N#Cc1c(-n2ncnc2-c2cccc(Cl)c2)sc2c1CCCCC2	-2	?	-15	0.1	21	-4	2	1	-1.4%
CCCn1nnnc1NC(=O)COc1ccc(Cl)c(C)c1	3	-3%	6	0.4	1	10	-7	0	-0.6%
CCn1c(/C=C2/C(=O)N(C)c3ccccc32)nc2ccccc2c1=O	3	?	11	-0.4	-9	-2	5	-11	0.2%
Cc1onc(-c2ccccc2Cl)c1NC(=O)NCc1cccs1	-1	3%	10	0.2	3	17	-2	-15	2.1%
O=C1CCCc2c1nc(-c1ccccc1)n2O	2	14%	-4	1.3	3	3	-3	-6	5.0%
CN(C)C=Nc1ncc2c3ccccc3n(Cc3ccccc3)c2c1C#N	1	-5%	6	0.3	1	2	-5	-8	0.1%
CCCc1nn(-c2cc(Cl)ccc2OC)c2c1C(=O)CC(C)(C)C2	4	?	-4	1.8	2	4	.	.	-1.3%
O=C(Cn1c(NCCCO)nc2ccccc21)c1cccc(Br)c1	4	-12%	-5	0.2	2	14	-6	-4	-0.1%
NC(=O)C1=CN(Cc2ccc(Cl)cc2)CCC1C(F)(F)F (stereo unspecified)	4	-2%	-7	-0.2	18	-7	-2	-5	-0.4%
COc1ccc(-c2cc(C(=O)Oc3ccc([N+](=O)[O-])cc3)c3ccccc3n2)cc1	2	-5%	4	0.1	-1	-4	8	-12	2.1%
O=c1cc[nH]c2c(C(F)(F)F)cccc12	1	0%	1	0.5	2	12	-3	-4	3.3%
COc1ccccc1-n1c(=O)c2c3c(sc2n2c(=S)[nH]nc12)CCC3	1	-10%	10	-0.4	1	-13	1	-22	3.5%
Cc1sc2nc(SCC(=O)c3cccs3)n(Cc3ccco3)c(=O)c2c1C	1	-7%	6	0.0	0	-7	-3	-4	1.7%
Cc1cccc(NS(=O)(=O)c2cc3c4c(c2)CC(=O)N4CCC3)c1C	1	-18%	-6	0.0	-6	-11	-1	4	2.4%
N#C/C(=C\c1ccccc1[N+](=O)[O-])C(=O)NCc1ccccc1	7	-2%	5	3.0	-2	-8	-3	-2	0.5%
NNC(=O)c1sccc1OCc1ccc(F)cc1	5	?	3	-0.1	-12	15	-8	-10	-1.3%
Nc1cc(N)nc(SCC(=O)Nc2ccc3c(c2)OCCCO3)n1	3	3%	-6	0.3	-5	-27	-8	-10	-0.3%
CC(C)c1ccc(NC(=O)Nc2cnccn2)cc1	1	-3%	-2	0.3	-1	15	-5	-5	-0.5%
O=C(N[C@@H](Cc1ccccc1)C(=O)NC1CCCCC1)c1ccco1	1	-5%	.	-0.1	-2	10	8	-2	-1.7%
COc1ccc(NC(=O)Cn2c(=O)nc(-c3ccccc3)c3ccccc32)cc1OC	-1	11%	-5	-0.2	1	-17	0	2	-1.4%
CN1C/C(=N\S(=O)(=O)c2ccccc2)N(C)C1=O	0	2%	2	0.4	-3	0	-5	-3	1.9%
CCOCc1c(C(=O)Nc2cc(OCC)c(N3CCOCC3)cc2OCC)oc2ccccc12	2	-3%	5	0.1	-10	1	-4	0	0.2%
COc1ccccc1N1CCN(C(=O)c2ccc(-c3nc4ccccc4s3)o2)CC1	1	.	10	-1.2	-20	6	0	-23	2.3%
S=c1[nH]cc(Cc2ccccc2)s1	2	-14%	-7	-0.2	5	10	-4	-4	4.0%
CSc1nnc(C)c(=O)n1COC(=O)c1ccccc1	3	-7%	6	4.3	3	1	-15	1	0.9%
CCCC(=O)Nc1nnc(S(=O)(=O)N(C)Cc2ccco2)s1	0	7%	5	0.2	0	-7	-1	2	0.3%
CC(Sc1nc(-c2ccccc2)cc(=O)[nH]1)C(=O)O (stereo unspecified)	2	-3%	-7	0.3	-4	-1	-6	8	-1.8%
CCC(CC)NC(=O)Cc1ccccc1OC	2	-18%	7	-0.6	3	-6	-2	2	4.1%
O=C(Nc1cccnc1Cl)c1cccs1	-1	-6%	.	-0.2	4	-18	-10	-1	1.1%
CC12CC3CC(C)(C1)CC(C(=O)NCc1ccncc1)(C3)C2	-3	-11%	-2	0.8	-3	32	-3	-5	-1.7%
O=C(Nc1ccccc1)c1ccc(-n2cnnn2)cc1	3	-8%	-5	0.1	-1	-17	1	12	5.5%
CC(C)C(=O)NC(Nc1ccc(S(N)(=O)=O)cc1)C(Cl)(Cl)Cl (stereo unspecified)	3	-11%	4	-1.1	19	2	-5	-3	2.3%
COc1ccc(NC(=O)CSc2nc(O)c(C/C=C/c3ccccc3)c(=O)[nH]2)cc1	-2	-3%	5	-0.1	5	-27	0	5	-1.2%
CCC(=O)Nc1nnc(SCC(=O)NCCc2ccc(OC)c(OC)c2)s1	2	-1%	2	0.0	-4	-5	-1	1	2.2%
CCOc1cc(CN2CCC(n3nccc3NC(=O)C3CC3)CC2)ccc1O	2	-1%	9	0.2	1	1	-3	6	-3.1%
CN(C)S(=O)(=O)c1cccc(NC(=S)NC(=O)c2ccco2)c1	0	.	5	-0.1	1	-2	4	-2	0.5%
COc1ccc(C(=O)NNC(=O)c2cc3cc([N+](=O)[O-])ccc3oc2=O)cc1OC	0	4%	9	0.1	0	7	-5	-3	-0.1%
O=P(O)(c1ccccc1)c1ccccc1O	1	-6%	0	0.2	9	-13	-2	5	2.0%
Cn1c(CO)cnc1SCC(=O)c1ccc(Cl)cc1	2	-7%	4	-0.1	0	-4	0	2	-0.5%
CN(CCc1ccccn1)C(=O)CCC1CCCN(C(=O)CN2CCCCCC2)C1 (stereo unspecified)	1	-7%	7	0.0	0	-12	0	-2	-0.4%
O=C(CSc1nnc(COc2ccccc2Cl)o1)NC(=O)NCc1ccco1	4	-10%	6	-0.1	1	5	1	-10	3.7%
O=C(NCCc1cccc(F)c1)C1CCN(S(=O)(=O)c2ccc(F)cc2)CC1	7	-3%	9	-0.6	-4	-7	-8	5	6.7%
O=C(CSc1cn(CC(=O)N2CCCCCC2)c2ccccc12)NCC1CCCO1 (stereo unspecified)	4	-13%	-5	-0.1	3	3	-2	3	1.8%
N#Cc1c(N2CCCCC2)nc(N)c2c(N)nc(SCC(=O)O)cc12	1	4%	0	0.3	-11	6	1	-34	13%
CCc1ccc(NC(=O)c2ccc(NS(=O)(=O)c3c(C)noc3C)cc2)cc1	-1	55%[activator]	1	-1.5	1	-8	0	.	-0.7%
CC(=C/c1ccc(C(C)C)cc1)/C=N/NC(=O)CSc1ccccn1	4	-8%	-3	0.3	2	1	4	-2	-0.7%
CC(C)OC(=O)NCCOC(=O)Nc1ccc(Cl)cc1	14	-3%	-6	-0.5	8	-22	-4	-7	1.1%
CCOC(=O)C1=C(C)NC(=O)CC1c1ccccc1OC (stereo unspecified)	2	8%	7	-0.7	7	4	-7	1	1.3%
COc1ccc(CCNC(=O)c2cc(S(=O)(=O)N3CCOCC3)ccc2N2CCCC2)cc1OC	2	.	-3	0.1	-17	-15	1	-13	1.1%
COC(=O)c1cc(N=C(N)N=C(N)N)cc(C(=O)OC)c1	4	1%	6	-0.6	-2	-5	-2	-10	3.0%
O=S(=O)(c1ccc(F)cc1)N1CCN(c2ccc(F)cc2)CC1	1	1%	-6	-0.6	-6	3	2	0	1.4%
Cc1cc(C)c(C)c(S(=O)(=O)N2CCN(CC(=O)Nc3ccc([N+](=O)[O-])cc3)CC2)c1C	6	-1%	2	1.6	1	-26	-7	-2	2.2%
O=C(Cc1ccc(S(=O)(=O)N2CCCCC2)s1)Nc1ccc(F)c(F)c1	21	-14%	6	1.7	3	-4	-7	-15	4.9%
CN(Cc1ccccc1)C1CCN(Cc2ccccc2[N+](=O)[O-])CC1	3	-12%	.	-2.5	2	15	-1	13	0.7%
Cc1ccccc1C(=O)Nc1cc(-c2ccc(Cl)cc2)nn1-c1ccccc1	2	-7%	10	0.4	-2	-8	-3	.	0.8%
O=c1[nH]c2ccccc2c(=O)n1Cc1ccccc1	1	?	-9	1.4	1	5	-2	-2	2.6%
Clc1ccc(-c2n[nH]c3c2Cc2ccccc2-3)cc1Cl	0	-9%	-17	1.0	-6	6	-8	.	0.0%

4 successive compounds already listed, quoted:
SMILES	D1 ag	Anesthetic bind	D2 potentiator	TRHR agonist	TRHR PAM	D1 antagonist	D1 potentiator	RXFP1 antag	RXFP1 agonist
CN(C)S(=O)(=O)c1cccc(NC(=S)NC(=O)c2ccco2)c1	0	.	5	-0.1	1	-2	4	-2	0.5%
COc1ccc(C(=O)NNC(=O)c2cc3cc([N+](=O)[O-])ccc3oc2=O)cc1OC	0	4%	9	0.1	0	7	-5	-3	-0.1%
O=P(O)(c1ccccc1)c1ccccc1O	1	-6%	0	0.2	9	-13	-2	5	2.0%
Cn1c(CO)cnc1SCC(=O)c1ccc(Cl)cc1	2	-7%	4	-0.1	0	-4	0	2	-0.5%

Source: PubChem (National Center for Advancing Translational Sciences (NCATS))

Not all compounds are listed. The share of hits here may be higher or lower than overall.
